High-throughput results from PubChem.
BCR signal inh – qHTS Assay to Find Inhibitors of Chronic Active B-Cell Receptor Signaling. ABC-DLBCL IkBa-CBG/CBR reporter, luminescence ratio, 4 h. hit rate 0.05% among 340,000. Potency, µM (titrated, usually from 46.1 µM), inactives show at the top dose ratio change, negative = lower green/red ratio, hits mostly inhibitors; active = well fitted inhibition curve with a large enough effect in the signal ratio, with a control signal flat, not every such curve was filed as active; inconclusive = small, poorly fitted or top-dose-only effect, or effect the other way, or a change in a side signal; the % refers to the signal ratio;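 note: potency is the fitted concentration of half-maximal effect; plate controls were basal doxycycline-induced cells for no effect and cells given 10 µM MG132 for full effect; MG132 reads +100%, hits lower the ratio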
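Doxycycline induced both beetle luciferases in TMD8 lymphoma cells; IKK-driven degradation limits the IkappaBalpha-fused green signal, while red luminescence normalises for cell number and nonspecific effects. Compounds tested up to 46 uM, 4 hrs.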
Eya2 phos inh – qHTS Assay for Inhibitors of the Phosphatase Activity of Eya2 | Protein phosphatase EYA2 (Homo sapiens), O00167 | recombinant Eya2, OMFP fluorescence dephosphorylation (OMFP is methylfluorescein phosphate) | Potency, µM (titrated, usually from 76.9 µM), for inactives: at the highest dose activity, negative = inhibition, usual class: inhibitors | hit rate 0.006% among 330,000; note: potency is the fitted concentration of half-maximal effect; % is set by controls: 0 for no effect and ±100 for the full control effect
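Eya2 (0.2 uM) preincubated 10 min at ambient with compound, then OMFP substrate added at 50 uM; 10 min reaction in 50 mM HEPES pH 7.5, 50 mM NaCl, 5 uM MgCl2, 0.05% BSA, 1 mM DTT. Fluorescence read at Ex 485/Em 525 nm.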
TCR act – Activators of T cell receptors: qHTS campaign; primary human leukocytes, anti-CD3, IL-2 HTRF, 48 h; Potency, µM (series often up to 9.22 µM), for inactives: at the top dose activation of IL-2 secretion, hits mostly activators; 330,000 tested, under 10 active; AID 504894, 2011; note: % of control where 0% means no effect
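Readout: HTRF IL-2, Eu-cryptate/d2 antibody pair, 320nm excitation, 665nm emission. Stimulus: a-CD3 beads, no co-stimulation. Cells: primary human leukocytes. Exposure: 48 hr with compound.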
B2AR arrestin – qHTS assay of beta-arrestin-biased ligands of beta2-adrenergic receptor; Potency, µM (top dose mostly 46.1 µM), for the others: top-dose activation, most hits filed as activators; hit rate 0.02% among 330,000; beta-arrestin recruitment to beta2AR, cell-based reporter; Beta-2 adrenergic receptor (Homo sapiens), P07550; AID 492947, 2010;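 note: potency is the fitted concentration of half-maximal effect; 0% = DMSO controls and full agonism = EC100 isoproterenol or metaproterenol; nearly all actives have a fitted effect of over 65% in size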
Target sequence (P07550 whole entry, looked up): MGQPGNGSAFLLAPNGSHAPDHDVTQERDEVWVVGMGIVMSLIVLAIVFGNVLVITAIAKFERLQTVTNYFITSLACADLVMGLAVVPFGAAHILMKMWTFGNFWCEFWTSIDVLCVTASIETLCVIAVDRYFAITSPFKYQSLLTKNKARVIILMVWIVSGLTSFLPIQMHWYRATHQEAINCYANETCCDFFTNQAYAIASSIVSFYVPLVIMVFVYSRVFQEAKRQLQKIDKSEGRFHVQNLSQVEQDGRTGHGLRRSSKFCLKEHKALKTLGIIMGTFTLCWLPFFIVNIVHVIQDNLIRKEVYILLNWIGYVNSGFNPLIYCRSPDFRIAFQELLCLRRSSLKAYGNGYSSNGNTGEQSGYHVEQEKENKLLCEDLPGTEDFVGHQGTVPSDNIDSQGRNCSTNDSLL
uPA generation – qHTS for Inhibitors of Cell Surface uPA Generation. hit rate 0.31% among 330,000. cell surface uPA generation assay, qHTS. Potency, µM (doses to about 38.3 µM), inactives show top-dose activity change, negative = inhibition, hits mostly inhibitors. AID 540303, 2011; active = well fitted inhibition curve with a large enough effect; inconclusive = small, poorly fitted or top-dose-only effect; inactive = no such curve, though single readings can be large or run the other way; tested in mouse RAW 264.7 cells; note: potency is the fitted concentration of half-maximal effect; % is set by controls: 0 for no effect and ±100 for the full control effect; nearly all actives have a fitted effect of over 55% in size
Mito fusion yeast – qHTS Assay for Small Molecule Inhibitors of Mitochondrial Division or Activators of Mitochondrial Fusion; S. cerevisiae fusion-defective mutant growth rescue, CellTiterGlo 48 h; Potency, µM (top dose mostly 46.1 µM), inactives show at the highest dose growth rescue (activation), actives largely listed as activators; hit rate 0.23% among 320,000; AID 485298, 2010;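 note: potency is the fitted concentration of half-maximal effect; % of control where 0% means no effect; nearly all actives have a fitted effect of over 45% in size; temperature-sensitive fusion mutants such as fzo1-1 at 37 °C on non-fermentable ethanol glycerol medium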
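Temperature-sensitive fusion-defective S. cerevisiae (e.g. fzo1-1, mgm1-5) were grown with compound in YPEG medium (3% ethanol, 3% glycerol) for 48 hours at 37C. Growth rescue was measured as viability by CellTiterGlo luminescence after 10 minutes at ambient.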
Tb PFK block – qHTS Assay to Find Inhibitors of T. brucei phosphofructokinase; hit rate 0.17% among 330,000; AID 485367, 2010; T. brucei PFK, ADP-Glo luminescence; Potency, µM (titrated, usually from 57.5 µM), inactives show at the highest dose activity, negative = inhibition, hits mostly inhibitors; ATP-dependent 6-phosphofructokinase (Trypanosoma brucei brucei), O15648;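 note: potency is the fitted concentration of half-maximal effect; 0% = uninhibited 1x PFK enzyme wells and -100% = no-enzyme wells; nearly all actives have a fitted effect of over 60% in size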
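Activity is normalized to no-enzyme wells (full inhibition) and 1.25 nM enzyme wells (no inhibition). Reaction: 0.5 mM F6P, 0.1 mM ATP, 45 min RT, ADP-Glo luminescence; concentration-response curves fitted and classed by quality.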
ELG1 DNA repair – qHTS screen for small molecules that inhibit ELG1-dependent DNA repair in human embryonic kidney (HEK293T) cells expressing luciferase-tagged ELG1. Potency, µM (top dose mostly 46.1 µM), for the others: at the top dose activity change, negative = inhibition, most hits filed as inhibitors. hit rate 2.3% among 330,000. HEK293T ELG1-luciferase reporter, luminescence, 16 h; DNA damage induced by 5-fluorouridine. AID 504467, 2011; note: potency is the fitted concentration of half-maximal effect; % is set by controls: 0 for no effect and ±100 for the full control effect; nearly all actives have a fitted effect of over 55% in size
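Cells (2,000 per well) received 5-fluorouridine plus test compound or DMSO and were incubated 16 hr at 37 °C, 5% CO2. Luciferase activity was read by luminescence 30 min after ONE-Glo addition; signal suppression marked inhibition of damage-induced ELG1 function.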
PTAP TSG101 blk – qHTS Assay for Iinhibitors of HIV-1 Budding by Blocking the Interaction of PTAP/TSG101; Potency, µM (top dose mostly 115 µM), without a hit: top-dose activity change, negative = inhibition, most hits filed as inhibitors; 340,000 tested, under 10 active; Tumor susceptibility gene 101 protein (Homo sapiens), Q99816; Fluorescence polarization, FITC-PTAP peptide / Tsg101 binding; active = well fitted inhibition curve with a large enough effect in the main read-out, with a control signal flat, not every such curve was filed as active; inconclusive = small, poorly fitted or top-dose-only effect, or effect the other way, or a change in a side signal; inactive = no such curve, though single readings can be large or run the other way; note: potency is the fitted concentration of half-maximal effect; % of control where 0% means no effect
Target sequence (Q99816 whole entry, looked up): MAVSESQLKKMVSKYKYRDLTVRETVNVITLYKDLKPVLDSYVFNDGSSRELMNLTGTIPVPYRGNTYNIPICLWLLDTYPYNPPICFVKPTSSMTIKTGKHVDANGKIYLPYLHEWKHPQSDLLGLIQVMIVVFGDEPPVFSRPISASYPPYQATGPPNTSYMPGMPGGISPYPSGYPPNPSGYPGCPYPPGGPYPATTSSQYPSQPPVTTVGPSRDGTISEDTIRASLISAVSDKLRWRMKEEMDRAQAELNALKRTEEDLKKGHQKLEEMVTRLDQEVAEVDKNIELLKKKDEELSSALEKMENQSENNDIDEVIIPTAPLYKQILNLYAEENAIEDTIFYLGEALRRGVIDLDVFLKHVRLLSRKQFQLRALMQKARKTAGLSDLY
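Tsg101 binding domain (10 uM final) was mixed with compound and a FITC-labeled PTAP peptide (50 nM final) in HEPES pH 7.5 buffer with NaCl, Tween 20, EDTA and TCEP; fluorescence polarization was read after 20 min at r.t.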
TSHR antag – Antagonists of the Thyroid Stimulating Hormone Receptor: HTS campaign. activity change, negative = inhibition, % at 11.5 µM. hit rate 0.2% among 330,000. Thyrotropin receptor (Homo sapiens), P16473. AID 504810, 2011. TSHR-expressing cells, TSH-stimulated cAMP HTRF, 2 h; stronger effect = lower value;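 active = activity change below a set negative limit, meaning inhibition stronger than a set level, cut at about -70% in these data; inconclusive = activity change between two set negative limits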; note: % is set by controls: 0 for no effect and ±100 for the full control effect
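Read-out is FRET at 665 nm (cryptate excitation 337 nm) from a cryptate-tagged anti-cAMP antibody, competed by cell cAMP against cAMP-d2. Compounds are tested on freshly harvested TSHR cells challenged with 4nM TSH (EC80) for 2 hours at 37 deg C.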
USP2a inh – qHTS Assay for Inhibitors of Ubiquitin-specific Protease USP2a Using CHOP2 as the Reporter | Potency, µM (series often up to 38.3 µM), inactives show at the highest dose activity change, negative = inhibition, most hits filed as inhibitors | USP2 core, Ub-CHOP2 coupled fluorogenic reporter, 485/531 | Ubiquitin carboxyl-terminal hydrolase 2 (Homo sapiens), O75604 | AID 463254, 2010 | hit rate 0.01% among 330,000;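 note: potency is the fitted concentration of half-maximal effect; plate controls were DMSO wells for no effect and full inhibition by NEM control for full effect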
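USP2 core (10nM final) preincubated 30min RT with compound in 20mM Tris-HCl pH 8.0, 2mM CaCl2, 2mM beta-mercaptoethanol, 0.05% CHAPS; 25nM Ub-CHOP2 plus 25nM reporter substrate added, fluorescence (Ex485/Em531) read after 60min.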
* = called active by the depositor; u = inconclusive; x = not tested or not shown; & = joins results of further samples; [ ] = dose if it differs, or a comment. Unless noted, calls come from the whole dose curve; as a rule, active = well fitted curve in the direction sought with a large enough effect; inconclusive = small, poorly fitted or top-dose-only effect, or another doubt; inactive = no such curve, though single readings can be large; an effect the other way counts as inactive or inconclusive.

SMILES | BCR signal inh | Eya2 phos inh | TCR act | B2AR arrestin | uPA generation | Mito fusion yeast | Tb PFK block | ELG1 DNA repair | PTAP TSG101 blk | TSHR antag | USP2a inh
CC(=O)N1CCN(C(=O)c2cccc(S(=O)(=O)N3c4ccccc4CC3C)c2)CC1 (configuration not stated) | -1% | -4% | -5%[46.1 µM] | 0.2% | 0% | x | 2% | 8% | 0% | 5 | 2%
COc1cccc(NC(=O)N2CCCC2C(=O)NCc2ccccc2F)c1 (configuration not stated) | -3% | 3% | 4% | 3.9% | 6% | 0% | -2% | -8% | -2% | 12 | 1%
O=[N+]([O-])c1ccc(S(=O)(=O)Nc2ccc(-c3ccc(N4CCCC4)nn3)cc2)cc1 | 1% | -1% | -8% | 0.2% | -17% | 6% | 15% | 24% | -6% | -8 | -1%
CCOc1ccc(S(=O)(=O)N/N=C(\C)c2ccc(OC)cc2OC)cc1 | -16% | 3% | -11% | -0.6% | 2% | 3% | -1% | 0% | -1% | 12 | 1%
CCc1nc(C)ccc1OCC(=O)NCCCN(C)C | 0% | 0% | 10% | 0.3% | x | 4% | -22% | -9% | -6% | 25 | -22%
CCCCNCCCOc1cccc(Cl)c1Cl | u | -29% | -3% | 0.2% | -17% | -4% | -5% | 26% | -2% | 13 | 1%
COc1cc([N+](=O)[O-])ccc1NC(=O)Nc1cnccn1 | 0% | 4% | -6% | 0.0% | 2% | -2% | 3% | -14% | -3% | 1 | 2%
Cc1ccc(-c2nnc(SCC(=O)Nc3cccc(C(=O)N4CCOCC4)c3)n2C)cc1 | -21% | 0% | 2%[46.1 µM] | -1.1% | -4% | -5% | 4% | 2% | -1% | 7 | -4%
CCOc1ccc(Oc2ccc(Cl)cc2NC(=O)C2=COCCO2)cc1 | -7% | -20% | 1% | 0.1% | 1% | 10% | 1% | -16% | -2% | -2 | 1%
O=C(CSc1nnc(CNc2cccc(Cl)c2)o1)OC1CCCCC1 | -12% | -7% | -3% | 0.0% | 4% | 3% | u | 10% | -1% | -12 | 0%
COC(=O)c1ccc(C(c2c(C)[nH][nH]c2=O)c2c(C)[nH][nH]c2=O)cc1 | 0% | 6% | 7% | -1.1% | 5% | -4% | -4% | -4% | 2% | 1 | 0%
CC(=O)c1cc(C#N)c(SCC(=O)C(C)(C)C)nc1C | 5% | -6% | 3% | 0.6% | x | 6% | -1% | u | -10% | -3 | -2%
CCOC(=O)c1[nH]c2ccc(Br)cc2c1NC(=O)CCN1CCC(C)CC1 | 17% | 10% | x | 0.2% | 0% | -3% | 2% | 4% | -4% | 11 | 0%
CC(C)(C)OC(=O)NCCc1nnc(SCc2ccccc2)o1 | 1% | 0% | -4% | -0.6% | -4% | 8% | 4% | u | -2% | 4 | 4%
CC1=C(C(=O)OCC(C)C)C(c2ccc(F)cc2)NC(=O)N1 (configuration not stated) | 3% | -8% | 7% | 0.5% | 2% | 5% | 0% | -18% | -9% | -6 | 1%
O=S(=O)([O-])C/C(=C\c1ccc(Cl)cc1)c1cc[n+](CCO)cc1 | 0% | -15% | 4% | -0.1% | -1% | 10% | -1% | 3% | -5% | 12 | 0%
CCCn1c(SCC(=O)Nc2ccc3c(c2)OCO3)n[nH]c1=O | -1% | 0% | 0% | 0.3% | 0% | x | 0% | 6% | -8% | -3 | 0%
CCC(NC(=O)OCc1ccccc1)C(=O)Oc1ccc2ccc(=O)oc2c1 (configuration not stated) | 0% | 9% | -14% | 0.0% | -1% | 9% | -16% | 9% | -4% | -1 | 3%
COC(=O)C1=C(C)N(Cc2ccccc2)C(=S)N[C@H]1c1ccccc1 | u | -17%&9% | 3% | -0.7%&0.4% | u | 5%&-1% | -3%&2% | 0% | -18% | -1&-7 | -4%&-3%
COC(=O)[C@@H]1C[C@@H]2CC[C@@H](O)C[C@@H]2N1Cc1ccc(C(F)(F)F)cc1 | 2% | 9% | -27% | 0.2% | 5% | 16% | 4% | 6% | -5% | -1 | -10%
COc1ccc(-c2cc(-c3cccs3)c(C#N)c(SCC(=O)NCc3ccccc3)n2)cc1 | -3% | -1% | 10% | -0.9% | 6% | -2% | 11% | 8% | -2% | 6 | 3%
Cc1cc(NC(=O)Nc2ccccc2[N+](=O)[O-])n(C)n1 | -3% | -3% | 5% | -0.2% | 7% | -9% | -1% | 8% | -3% | -7 | 4%
CN1CCSc2ccc(C(=O)NCc3ccccc3)cc21 | -13% | -6% | 4% | 0.2% | 17% | -1% | -2% | 26% | -2% | -2 | 3%
CCCS(=O)(=O)Nc1c(C(=O)O)[nH]c2ccc(OC)cc12 | u | 12% | -5% | 0.5% | 4% | 0% | -8% | -1% | -6% | -3 | 1%
CC1CCCC/C1=N/Nc1ccc([N+](=O)[O-])cc1[N+](=O)[O-] (configuration not stated) | 1% | -6% | -6% | -0.1% | -4% | -2% | 0% | 0% | -6% | -10 | 0%
(more compounds)
SMILES | BCR signal inh | Eya2 phos inh | TCR act | B2AR arrestin | uPA generation | Mito fusion yeast | Tb PFK block | ELG1 DNA repair | PTAP TSG101 blk | TSHR antag | USP2a inh
CCOC(=O)Cn1c(=NC(=O)C(C)C)sc2c(C)cc(C)cc21 | -10% | 14% | -4% | -0.7% | 3% | 0% | -20% | 3.3µM* | -1% | 29 | -9%
COc1ccc(NS(=O)(=O)c2cccc(C(=O)NNC(=O)c3cc(C)oc3C)c2)cc1 | 1% | 1% | 1%[46.1 µM] | -0.5% | 3% | -5% | 0% | -1% | -1% | 13 | 4%
O=C(C1=C[C@H](c2ccc3c(c2)OCO3)C[C@H](OCc2ccc(CO)cc2)O1)N1CCOCC1 | -2% | 1% | -6% | -0.2% | 12% | -1% | 1% | 10% | 2% | 9 | 2%
Cc1cccc(NC(=S)NC2CCCC2)c1 | u | 0% | 2%[46.1 µM] | -0.8% | -2% | -1% | -3% | 2% | 0% | 11 | 5%
Cc1c(NC(=S)Nc2cccc(Cl)c2)c(=O)n(-c2ccccc2)n1C | u | 3% | 10% | 0.0% | -3% | 8% | -13% | 17% | 2% | -5 | 3%
COc1ccc(NC(=O)CN2CCCC2)cc1 | -3% | -7% | 2% | 6.6% | 4% | 3% | -1% | 3% | 0% | 14 | 2%
C#CCOCCOCCOCCNc1nc(N2CCN(C(=O)[C@H](CCCCN)n3cc([C@@H](N)CC(C)C)nn3)CC2)nc(N2CCN(C(=O)[C@H](CCCCN)n3cc([C@@H](N)CC(C)C)nn3)CC2)n1 | 0% | -9% | -3% | 0.2% | -3% | 3% | -2% | 13% | -3% | -1 | 0%

3 compounds out of the list above, ordered by the number in uPA generation, highest first.
canonical_smiles | uPA generation
COc1ccc(NC(=O)CN2CCCC2)cc1 | 4%
CCOC(=O)Cn1c(=NC(=O)C(C)C)sc2c(C)cc(C)cc21 | 3%
C#CCOCCOCCOCCNc1nc(N2CCN(C(=O)[C@H](CCCCN)n3cc([C@@H](N)CC(C)C)nn3)CC2)nc(N2CCN(C(=O)[C@H](CCCCN)n3cc([C@@H](N)CC(C)C)nn3)CC2)n1 | -3%
